Screening data (PubChem)
CHO parental Ca – ATP-evoked calcium signal inhibitors, parental CHO, primary screen, counter-screen for OX1R antagonist project, cell-based, fluorescence, Fluo-8 calcium dye. inhibition, % at 5.6 µM. parental CHO-K1, ATP-induced calcium, Fluo-8 fluorescence. 0.63% of 330,000 active;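 active = inhibition above that plate's mean sample inhibition plus 3 SD, cut at about 26% in these data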;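 also: 0% = ATP-challenged DMSO wells and 100% = DMSO wells without ATP; some compounds past the cut are filed as inactive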
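Measured by: calcium-sensitive Fluo-8 fluorescence / Test system: CHO parental line / Controls: ATP-challenged DMSO wells low, unchallenged DMSO wells high / Measure: % inhibition / Compound: single nominal dose of 5.6 µM per compound / Replicates: single well per compound, no replicates / Reagent: ATP as calcium-mobilizing challenge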
CHO-K1 Ca ag – counter-screen for M1 agonists: effect in parental CHO-K1 cells; Fluo-8 calcium fluorescence; scaled to maximal ATP response, vehicle zero; activation, % at 3 µM; 0.48% of 360,000 active; AID 602248, 2012; in the data active = activation above about 15%;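 also: untransfected CHO-K1 host cells lacking M1 receptor as counterscreen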
OXTR potentiator – human OXTR potentiators, primary screen, fluorescence, CHO-OTR cells, Fluo-8 calcium; Oxytocin receptor (Homo sapiens), P30559; Fluo-8 calcium fluorescence, potentiator mode; 0% = oxytocin EC15, 100% = EC100; activation, % at 3 µM; 0.061% of 320,000 active; AID 2445, 2010;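 active = activation above that plate's cutoff, the mean activation of tested compounds plus 3 SD, cut at about 6.6% in these data, passing the limit was not always enough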;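 also: 100% uses oxytocin at 75 nM as the full agonist control; some results filed as inactive read as strong as hits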
Target sequence (P30559 whole entry, looked up): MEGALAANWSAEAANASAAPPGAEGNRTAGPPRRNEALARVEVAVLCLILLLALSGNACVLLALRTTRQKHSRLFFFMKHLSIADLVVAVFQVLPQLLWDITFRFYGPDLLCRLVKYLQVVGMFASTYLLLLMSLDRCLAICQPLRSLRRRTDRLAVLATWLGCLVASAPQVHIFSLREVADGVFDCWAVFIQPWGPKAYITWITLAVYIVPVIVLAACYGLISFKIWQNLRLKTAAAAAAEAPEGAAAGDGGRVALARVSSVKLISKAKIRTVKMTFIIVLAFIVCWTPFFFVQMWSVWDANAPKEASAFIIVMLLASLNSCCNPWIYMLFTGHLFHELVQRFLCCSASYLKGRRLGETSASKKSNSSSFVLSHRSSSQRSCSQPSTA
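Assay system: CHO-OTR cells, human receptor / Also added: oxytocin at about EC15, sub-maximal agonist stimulus / Dosing: single dose, 3.0 µM nominal final compound concentration / Incubation: 6 min pre-incubation, 100 s read / Technique: Fluo-8 calcium dye fluorescence / Read-out: % activation vs EC15 and EC100 oxytocin / Benchmarks: EC15 oxytocin low, 75 nM oxytocin high / Replicates: singlicate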
CHRM1 antagonist – human M1 muscarinic receptor antagonists, primary screen, CHO-K1 cells, Fluo-8 calcium fluorescence, 1536-well | Muscarinic acetylcholine receptor M1 (Homo sapiens), P11229 | CHO-K1 hM1, ACh EC80 antagonist | inhibition, % at 3 µM | 1.3% of 360,000 active;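 active = percent inhibition above its own plate's cutoff, namely the mean of that plate's compound wells plus 3 SD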;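 also: peak over basal fluorescence ratio during 140 s after agonist addition; 0% = ACh EC80 plus DMSO and 100% = DMSO alone without agonist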
Target sequence (P11229 whole entry, looked up): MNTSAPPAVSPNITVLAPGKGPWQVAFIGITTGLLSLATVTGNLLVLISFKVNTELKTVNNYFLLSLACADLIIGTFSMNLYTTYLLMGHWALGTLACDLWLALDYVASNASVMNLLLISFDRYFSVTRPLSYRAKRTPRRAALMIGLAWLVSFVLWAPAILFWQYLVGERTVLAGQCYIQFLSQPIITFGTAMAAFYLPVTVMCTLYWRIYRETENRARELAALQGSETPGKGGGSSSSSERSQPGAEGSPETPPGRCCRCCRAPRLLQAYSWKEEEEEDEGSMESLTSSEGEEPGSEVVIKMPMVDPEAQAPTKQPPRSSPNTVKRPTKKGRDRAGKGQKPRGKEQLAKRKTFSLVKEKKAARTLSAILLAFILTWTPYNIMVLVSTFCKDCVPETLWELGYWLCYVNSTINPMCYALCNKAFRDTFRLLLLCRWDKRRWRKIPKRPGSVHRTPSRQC
CHRM1 agonist – human M1 muscarinic receptor agonists, primary screen, Fluo-8 calcium fluorescence, CHO-K1 cells, HTS | CHO-K1 hM1, agonist mode; 0% DMSO, 100% acetylcholine EC100 | activation, % at 3 µM | 0.33% of 360,000 active;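 active = activation above the run's mean compound activation plus 3 SD, cut at about 16% in these data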;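 also: peak over basal fluorescence ratio within a 140 s kinetic read after compound addition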
M4 antag – human M4 muscarinic receptor antagonists, primary screen, CHO cells, Fluo-8 calcium fluorescence. 0.73% of 360,000 active. inhibition, % at 3 µM. Muscarinic acetylcholine receptor M4 (Homo sapiens), P08173. CHO-hM4 cells, ACh EC80;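 active = inhibition above its plate's cutoff, the mean inhibition of sample wells plus 3 SD, cut at about 27% in these data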;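 also: 0% = acetylcholine EC80 with DMSO and 100% = DMSO without agonist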
CHRM4 agonist – human M4 muscarinic receptor agonists, primary screen, CHO-K1 cells, Fluo-8 calcium fluorescence | CHO-K1 hM4/Gqi5; vehicle 0%, full acetylcholine response 100% | Muscarinic acetylcholine receptor M4 (Homo sapiens), P08173 | 0.14% of 360,000 active | activation, % at 3 µM | AID 624127, 2012;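 active = activation above the run mean over all test wells plus 3 SD, cut at about 32% in these data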;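 also: peak over basal fluorescence ratio per well then scaled between controls; 0% = DMSO wells and 100% = acetylcholine at EC100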
CHO-K1 Ca antag – counter-screen for M1 antagonists: effect in parental CHO-K1 cells. ATP-induced calcium, Fluo-8 fluorescence. inhibition, % at 3 µM. 0.6% of 360,000 active. AID 602250;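 active = inhibition above a per-plate cutoff, the plate's mean sample inhibition plus 3 SD, cut at about 24% in these data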;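 also: 0% = DMSO plus EC80 ATP and 100% = DMSO alone without ATP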
M1 PAM – human M1 muscarinic receptor positive allosteric modulators, primary screen, CHO-K1 cells, Fluo-8 calcium fluorescence, 1536-well; Muscarinic acetylcholine receptor M1 (Homo sapiens), P11229; activation, % at 3 µM; 0.088% of 360,000 active; CHO-K1 hM1, ACh EC20; 0% = ACh EC20, 100% = maximal ACh; in the data active = activation above about 19%, passing the limit was not always enough
Active calls of the source: *; · = not tested or not shown. No enrichment for hits; 2.9% or so of the library scored in one or more.

SMILES	CHO parental Ca	CHO-K1 Ca ag	OXTR potentiator	CHRM1 antagonist	CHRM1 agonist	M4 antag	CHRM4 agonist	CHO-K1 Ca antag	M1 PAM
Cc1ccc(C(=O)NCC(=O)OCC(=O)c2ccc(Br)s2)cc1	-8.1	0.3	-3.9	0.4	-4.4	3.9	-0.5	7.7	1.2
O=C(NCC1CC1)c1ccc2c(c1)S(=O)(=O)c1cc(Cl)ccc1C2=O	-22.8	0.1	-4.8	6.8	-2.4	-4.4	0.1	-7.2	-3.5
Cc1ccc(N2C(N)=C(C#N)C(c3cc(CN4CCOCC4)cs3)C3=C2CC(C)(C)CC3=O)cc1 (stereo not given)	-8.8	3.3	-2.7	11.4	-4.5	8.1	12.2	-5.2	-4.0
C/C(=N\NC(=O)c1cccc2ccccc12)c1ccccn1	·	0.8	·	-2.4	-2.2	3.5	3.5	-6.2	3.3
CCc1cc(OCCCCNCc2ccccc2)ccc1Cl	-0.3	16.8*	-6.9	29.7	-2.2	23.4	20.2	2.4	-23.8
O=C(CSc1ncn[nH]1)c1ccccc1	-1.6	0.7	5.2	-5.0	-3.4	-1.9	0.4	-7.8	7.6
O=C(O)c1cc(-c2ccc(/C=N/N3C(=O)C4C5C=CC(C6CC56)C4C3=O)o2)ccc1Cl (stereo not given)	-15.1	-0.4	-18.6	-5.7	-5.7	3.7	1.9	4.5	-1.2
C/C(=C\c1ccccc1)CN1CCN(C)CC1	-7.4	0.5	1.2	-12.7	1.6	-1.9	0.0	-8.0	8.8
Cc1ccc(-c2ccc(=O)n(Cc3cc(C)ccc3C)n2)cc1	·	1.8	·	-7.7	-2.5	-10.7	-1.2	-9.1	7.9
CN(C)CCNC(=O)c1cccc2c(-c3ccc(F)c(F)c3)coc12	·	0.9	·	-7.9	-5.4	-4.4	2.7	-16.3	4.2
COc1ccc(N(CC(=O)Nc2ccccc2Cl)S(=O)(=O)c2ccc(C)cc2)cc1OC	-13.0	1.0	-15.8	-4.3	-4.3	5.1	2.3	-1.4	1.4
CCCn1cc(C(CC(=O)O)C(=O)O)c2ccccc21 (stereo not given)	-8.2	1.0	2.1	-18.6	-3.7	-3.0	2.1	-26.1	11.1
C[C@H]1COC(=O)[C@@H](CC(=O)OC(C)(C)C)C/C=C\C[C@H](CC(=O)NCCO)C(=O)N1	1.3	9.6	-1.7	10.8	-4.2	-1.7	2.7	2.3	-4.6
Cc1cc2nnc(SCC(=O)N3CCCCC3)n2c(N)n1	-2.7	-0.2	-11.4	-5.0	-3.1	10.4	0.8	-8.3	8.3
COc1ccc(NC(=O)C2Cc3c(-c4ccc(Cl)cc4)ccnc3O2)cc1 (stereo not given)	·	0.3	·	-8.3	-2.4	-21.0	2.0	-10.0	5.2

Ordered by the number under CHRM4 agonist (high to low): some entries from above.
structure,OXTR potentiator,CHRM1 antagonist,CHRM1 agonist,M4 antag,CHRM4 agonist,M1 PAM
C/C(=N\NC(=O)c1cccc2ccccc12)c1ccccn1,·,-2.4,-2.2,3.5,3.5,3.3
Cc1cc2nnc(SCC(=O)N3CCCCC3)n2c(N)n1,-11.4,-5.0,-3.1,10.4,0.8,8.3
O=C(NCC1CC1)c1ccc2c(c1)S(=O)(=O)c1cc(Cl)ccc1C2=O,-4.8,6.8,-2.4,-4.4,0.1,-3.5

The listing picks up, repeating the two entries before the break.
SMILES	CHO parental Ca	CHO-K1 Ca ag	OXTR potentiator	CHRM1 antagonist	CHRM1 agonist	M4 antag	CHRM4 agonist	CHO-K1 Ca antag	M1 PAM
Cc1cc2nnc(SCC(=O)N3CCCCC3)n2c(N)n1	-2.7	-0.2	-11.4	-5.0	-3.1	10.4	0.8	-8.3	8.3
COc1ccc(NC(=O)C2Cc3c(-c4ccc(Cl)cc4)ccnc3O2)cc1 (stereo not given)	·	0.3	·	-8.3	-2.4	-21.0	2.0	-10.0	5.2
CN(CCCn1ccc(N)nc1=O)Cc1ccco1	·	0.2	·	4.5	-1.3	-3.2	1.3	-4.5	-0.4
CCOC(=O)C1CCN(C(=O)c2ccc(CNS(=O)(=O)c3ccc(OC)cc3)cc2)CC1	-15.8	1.1	-2.1	-3.4	-3.7	-12.3	2.0	-11.0	3.6
CCSc1nc(C)cc(C)c1S(=O)(=O)c1ccccc1C	1.4	0.0	-8.2	-8.9	-4.7	-4.4	-1.8	-21.1	1.1
O=C(NC(Cc1ccccc1)C(=O)O)/C(=C/c1cccc([N+](=O)[O-])c1)NC(=O)c1ccco1 (stereo not given)	3.3	0.8	-0.7	-1.1	-1.5	6.2	1.4	-20.4	0.7
COc1ccc(OCC(=O)N2CCN(S(=O)(=O)c3ccc(Cl)cc3)CC2)cc1	-13.9	0.3	-9.4	-10.0	-3.5	10.0	0.9	1.6	5.1
CC(C)[C@H](NC(=O)OC(C)(C)C)C(=O)N1CCC(C(=O)N[C@@H](C)C(=O)Nc2ccc(F)cc2)CC1	-10.0	-0.4	-3.3	-5.7	-3.8	-11.5	1.2	-3.2	10.3
COc1ccc(OC)c(S(=O)(=O)NNC(=S)Nc2ccc3c(c2)OCO3)c1	-7.0	-0.3	-4.1	-7.0	5.6	3.3	0.7	15.0	14.9
N#Cc1nc(Cc2cccc3ccccc23)oc1NCCN1CCOCC1	-11.3	1.6	-3.6	-4.8	-4.4	-22.3	2.1	-7.1	-0.5
N#CCCN(CCC#N)c1nnc(-c2ccccc2)s1	-6.3	-0.3	-7.0	0.3	-3.9	-8.3	1.1	-7.1	0.8
O=c1c([N+](=O)[O-])c(N2CCOCC2)c2ccccc2n1-c1ccccc1	5.0	0.3	-2.2	-7.5	-2.0	-4.1	0.2	-10.8	10.7
O=C(N1CCCC1)C12CC3CC(C1)CC(C(=O)N1CCCC1)(C3)C2	0.1	1.9	-5.6	-16.5	-9.4	-6.4	·	-12.2	14.0
CC1(C(=O)Nc2ccc3c(c2)OCCO3)CCN1C(=O)c1ccccc1CCc1ccccc1 (stereo not given)	·	0.5	·	-0.9	-1.3	-1.3	3.7	-4.9	-0.9
CCOC(=O)c1c(C)nc2c(c(SC)nn2-c2ccccc2)c1N	-12.3	-0.1	-7.2	-6.2	1.9	4.1	0.8	5.1	9.6
COc1ccc(C(C)=O)cc1CSc1ccc(S(=O)(=O)N2CCOCC2)cn1	-8.0	3.6	-3.9	3.9	-5.1	21.4	8.4	-4.5	-9.1
C=CCOc1cccc(C2C(C(=O)c3ccc(C)o3)=C(O)C(=O)N2CCN2CCOCC2)c1 (stereo not given)	·	-0.1	·	-13.8	1.6	-12.6	1.2	17.1	16.4
C=CCN1C(=O)CSc2ccc(C(=O)NCc3cccs3)cc21	-13.8	0.8	-11.0	-14.1	-2.7	0.7	3.5	-10.6	11.9
COc1ccc(C(=O)OC(C)CN2CCN(C)CC2)cc1OC (stereo not given)	0.0	0.0	-1.1	-6.0	-2.4	6.7	0.2	10.9	8.2
Cc1[nH]nc2c1C(C1CC=CCC1)C(C#N)=C(N)O2 (stereo not given)	-9.0	0.5	0.8	-19.5	-0.9	-4.0	1.8	-1.7	2.9
COc1ccc(C(=O)NCC2CCCO2)cc1 (stereo not given)	3.5	-0.2	-5.0	0.7	-1.9	-3.8	0.6	10.4	1.6
CC1/C(=C\c2ccc(Cl)cc2)C(=O)C2CC1C2(C)C (stereo not given)	-12.7	0.9	-9.2	-27.7	-2.4	-1.6	-1.1	-12.0	3.9
Cc1ccccc1-n1c(-c2cccnc2)n[nH]c1=S	-7.9	1.9	-0.3	14.6	-4.7	-6.2	0.1	5.5	-4.3
O=C(CCCN1C(=O)S/C(=C/C=C/c2ccccc2)C1=O)Nc1ccc(C(=O)O)cc1	-16.0	-0.3	-6.1	-16.0	-4.0	-5.2	0.4	8.1	13.7
Cc1cc(/C=N/n2cnnc2)c(C)n1-c1cccc(Cl)c1	-16.7	0.0	-9.9	1.4	-5.5	-0.8	0.4	-6.4	-20.5
COc1ccccc1NC(=O)CC(=O)c1cccc([N+](=O)[O-])c1	-7.6	-0.3	-8.1	-4.0	-4.1	10.6	0.7	-7.0	3.5
CC(Oc1ccc(Br)cc1)c1nc2c3ccccc3nc(=S)n2[nH]1 (stereo not given)	-13.2	1.0	-7.8	-5.0	-0.5	-4.9	1.1	2.5	5.8
O=C1[C@H]2CC3CCC2(O3)[C@@H]2OCCCN12 (stereo not given in full)	-9.6	1.2	0.8	-0.4	-3.0	10.0	-0.3	-10.6	3.6
O=C(COC(=O)CCC(=O)c1ccc(F)cc1)Nc1ccc2[nH]c(=O)[nH]c2c1	12.2	-0.5	-7.6	-3.1	4.6	-12.2	1.2	1.7	17.3
O=C(NCC(=O)N1CCc2ccccc2C1)c1ccccc1Cl	·	1.1	·	0.8	-2.8	-9.8	10.0	6.3	2.6
O=C1NN=C(c2ccccc2)CC1c1ccc(Cl)cc1Cl (stereo not given)	-16.7	-0.1	-3.1	2.5	-5.7	0.8	2.0	-1.6	12.5
O=C(NC1=NCCS1)c1ccc(Cl)cc1	2.1	0.5	-7.0	-17.5	-2.8	-2.7	1.1	-7.5	6.0
COC(Cc1n[nH]c(=S)n1-c1ccc(Cl)cc1)OC	-8.1	0.2	-0.8	-13.6	3.2	8.4	-0.2	-6.8	12.7
C/C(=N\O)c1c(O)cc(-c2ccccc2)n(-c2ccccc2)c1=O	1.1	1.0	0.2	-21.3	-4.4	-2.9	-0.2	-13.8	16.7
CC(=O)N1CC(C)Sc2ccc(S(=O)(=O)NC3CCCCC3C)cc21 (stereo not given)	-9.4	6.4	-13.6	3.1	1.2	3.2	10.6	7.2	-4.1
COc1ccc(-c2cc(=O)c3ccccc3n2C)cc1	-4.7	2.1	-5.3	-5.3	-1.9	6.7	-0.1	14.4	-0.8
N#Cc1ccc(OCCOCCNC2CCCC2)cc1	1.1	0.1	-15.1	-2.7	-9.4	1.9	0.2	-2.7	2.2
CN(C)S(=O)(=O)c1ccc(N)c([N+](=O)[O-])c1	·	0.1	·	-12.2	-2.9	-1.0	0.8	-12.4	4.8
CCC1OC(C2CC2)CC2=C1C(=O)OC(C)(C)O2 (stereo not given)	·	0.5	·	·	·	-13.1	0.0	-0.9	·
COc1ccc(CCC(=O)NCc2cn3ccccc3n2)cc1	0.0	0.7	9.6	-4.4	-5.0	-0.5	0.4	-12.8	2.3
N#Cc1ccc(NC(=O)Nc2cccc(C#N)c2)cc1	·	17.8*	·	19.9	7.1	8.2	25.7	31.1*	-8.0
